# Screens: PubChem BioAssay, National Center for Advancing Translational Sciences (NCATS)
# S3 lipid droplet – qHTS Assay for Lipid Storage Modulators in Drosophila S3 Cells | AID 2685 | hit rate 0.64% among 320,000 | Potency in µM for hits, for the others lipid storage change, negative = inhibition, % at the top dose, mostly 46.1 µM | Drosophila S3 cells, BODIPY lipid droplet fluorescence, 18-24 h; cells fed with added oleic acid; active means well fitted inhibition curve with a large enough effect in the signal ratio, with a control signal flat, not every such curve was filed as active; inconclusive means small, poorly fitted or top-dose-only effect, or effect the other way, or a change in a side signal; the % refers to the signal ratio
#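 Drosophila S3 cells loaded with oleic acid (400 uM, as added) and compounds at several concentrations; lipid droplets imaged by 488-nm laser-scanning cytometry, 500–530 nm intensity and object ratio to cell channel. Percent activity normalized to 20 uM Triacsin C.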
# S3 lipid droplet cell count max – further read-out of S3 lipid droplet, marked with its call; cell number change, %; measured here: cell count max response;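 cells counted by Cell Tracker Red CMTPX staining in the red channel; peak over a dose series mostly up to 46.1 µM; percent activity relative to internal control wells on each plate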
# Active calls of the source: *; i = inactive; ? = inconclusive; · = not tested or not shown; [ ] = another dose, or the depositor's remark. On the % scale 0 is the no-effect control and ±100 the full control effect; potency means the concentration at half of the fitted maximal effect.
molecule	S3 lipid droplet	S3 lipid droplet cell count max
O=C(/C=C/c1ccccc1)Nc1cccnc1Oc1ccccc1F	6.4%	5.8
COc1ccc(-c2[nH]c(-c3ccc(SC)cc3)nc2SCC(=O)Nc2nccs2)cc1	?	·
COc1ccc(CNC(=O)CCc2c(C)nc3ncnn3c2C)cc1	?	·
CCc1noc(C)c1C(=O)Nc1ncc(C)s1	?	·
C/C(=C/C(=O)Nc1cccc(F)c1)N1CCCC1	?	·
O=C(CSc1nnc(CNC(=O)c2ccco2)o1)c1ccc(Cl)cc1	22.1%	-5.9
COc1ccccc1CNS(=O)(=O)c1cc(C(=O)NCc2ccccn2)c(Cl)cc1Cl	?	·
O=C(CN1C(=O)c2ccccc2C1=O)Nc1sc2c(c1C(=O)NCc1ccco1)CCCC2	-12.2%	-0.8
Cc1ccc(C(=O)OCC(=O)Nc2cccc(S(=O)(=O)NC3=NCCCCC3)c2)c(C)c1	1.3%	-15.7
COc1ccc(C2(c3ccc(OC)cc3)NC(=O)N(CC(=O)N(C)C3CCC(C)CC3)C2=O)cc1 (stereo not drawn)	?	·
COC(=O)c1cccc(NC(=O)c2ccc3c(c2)C(=O)N(Cc2cccnc2)C3=O)c1	-8.3%	-10.1
CCCc1cc(=O)[nH]c(/N=C(\N)Nc2ccccc2)n1	i	9.5
Cc1ccc(SCC(=O)NCc2ccccc2C)cc1	-17.9%	4.2
Cc1cc(C)c(S(=O)(=O)N2CCCCCC2)cc1Br	0.3%	8.4
CCc1nnc(NC(=O)c2cc(Cl)ccn2)s1	?	·
COc1cc(NC(=O)C2CCN(S(=O)(=O)c3cccnc3)CC2)cc(OC)c1OC	11.2%	5.4
CC(=O)Nc1cnc(NC(=O)c2cccc(F)c2)cc1C	6.3%	-15.8
CSCC(=O)NC1CCCc2c1cnn2-c1ccc(C)c(C)c1 (stereo not drawn)	?	·
COc1cccc(CCNC(=O)c2ccc(OC)c(OC3CCN(C(C)C)CC3)c2)c1	?	·
CCOC(=O)c1c(S(=O)(=O)NCCc2ccccc2)c(C)n(C)c1C	?	·
CN(c1ccccc1)S(=O)(=O)c1ccc(Cl)c(C(=O)OCC(N)=O)c1	?	·
Cc1ccc(-c2ccc(=O)n(CCC(=O)NCc3ccccn3)n2)cc1	?	·
COc1ccc(/C=N/N=C/c2c[nH]c(=O)c(C#N)c2Nc2ccccc2)cc1	-2.4%	-10.2
COc1ccc(NC(=O)CN(C)C(=O)C2CSC3(C)CCC(=O)N23)cc1 (stereo not drawn)	10.6%	-6.3
COc1ccc(C(=O)Nn2c(SCC(=O)c3ccc(Cl)cc3)nc3ccccc3c2=O)cc1	i	-16.4
CC(Oc1ccc(Cl)cc1)c1ccn[nH]1 (stereo not drawn)	?	·
COc1cccc(C2CC(c3c(F)cccc3Cl)n3nc(N)nc3N2)c1 (stereo not drawn)	1.1%	-2.0
Cc1ccc2nc(CSc3nc(C)ccc3C#N)[nH]c2c1	?	·
O=C(CCCc1ccccc1)Nc1cccc2c1CCCC2	?	·
CCn1c(CC(=O)Nc2ccccc2F)nnc1SCC(=O)Nc1nncs1	i	8.3
CCc1nn(CC(=O)NC(C)CCc2ccccc2)c(=O)c2cc3cc(F)ccc3n12 (stereo not drawn)	i	·
CC(C)(C)C1CCC(=NNC(=O)c2ccc(Br)o2)CC1 (stereo not drawn)	?	·
O=C(Nc1cccc(F)c1)c1ccc(Br)o1	?	·
Cc1cc(SCc2cccc(Cl)c2)nc(=O)[nH]1	2.6%	10.1
Cc1cc([N+](=O)[O-])ccc1NC(=O)CSc1nccc(=O)[nH]1	?	·
CCOC(=O)c1ccc(NC(=O)CSCc2ccco2)cc1	i	·
O=C(COc1ccc(Cl)cc1Cl)N1CCN(C(=O)c2ccco2)CC1	?	·
O=C(NC1C2CC3CC(C2)CC1C3)c1ccc2c(c1)OCO2 (stereo not drawn)	-22.4%	9.6
O=C1C2=C(C(=O)c3ccccc31)C1O[C@](c3ccsc3)(Cc3c1ccc1ccccc31)O2	-24.7%[9.22 µM]	3.2
CN(C)/C=N/S(=O)(=O)c1ccc(Cl)cc1	?	·
Cc1nnc(Nc2ccc(C(=O)O)cc2)[nH]c1=O	-8.7%	-8.3
CC1CCN(CCCNC(=O)c2cc3c(=O)n(C)c4ccccc4c3n2C)CC1	?	·
Nc1cnn(Cc2ccc(F)cc2)c1	?	·
COc1ccc(NC(=O)CC2C(=O)NCCN2C(=O)c2ccccc2)cc1 (stereo not drawn)	?	·
CCOC(=O)c1c(N=CN(C)C)c(C#N)n2c1CCC2	?	·
O=C(/C=C/c1ccc(Cl)cc1)N1CCN(c2c(Cl)cccc2[N+](=O)[O-])CC1	24.0%	-11.4
O=C(COc1ccc(F)cc1Cl)Nc1ccc(N2CCOCC2)cc1N1CCOCC1	?	·
C/C=C\C=C\C(=O)N1CC2(CC(c3cccc(NC(=O)/C(C)=C\C)c3)=NO2)C[C@H]1C(N)=O (stereo partly drawn)	18.7%	11.1
CC1CCCCN1C(=O)Cn1cc(/C=C2/C(=O)Nc3ccccc32)c2ccccc21 (stereo not drawn)	?	·
O=C(CC1Oc2ccccc2NC1=O)NC1CCCC1 (stereo not drawn)	?	·
C=CCNC(=S)N/N=C/c1ccc(OCc2ccccc2)cc1	17.8%	1.4
O=C(CSc1ccccn1)N1CCN(c2ccc(Cl)cc2)CC1	i	·
CSc1nc(-c2ccccc2)nn1C(=O)c1ccccc1	3.7%	-1.5
Cc1cc(C)c(S(=O)(=O)c2ccccc2C)c(OCC(C)(C)C)n1	-10.6%	10.5
O=C(NCC1CCCO1)c1cc(S(=O)(=O)N2CCCCC2)ccc1Cl (stereo not drawn)	14.4%	-16.3
CCn1c(CNC(=O)c2cc(OC)c(OC)c(OC)c2)cc2ccccc21	?	·
O=C(NC(=O)N1CCN(c2ccccc2)CC1)c1ccc(Cl)cc1	-0.4%	3.2
Cc1c(C)c2c(C)[nH]nc2oc1=O	-3.6%	9.5
COc1ccc(Cl)cc1NCC(=O)Nc1ccc(OC)c(S(=O)(=O)N2CCCCC2)c1	?	·
CC(=O)N1CCN(C(=O)CCNS(=O)(=O)c2ccccc2)CC1	?	·

# Laid out differently: 3 of the compounds above
CC(C)(C)C1CCC(=NNC(=O)c2ccc(Br)o2)CC1 (stereo not drawn)
  S3 lipid droplet = ?; S3 lipid droplet cell count max = ·

O=C(Nc1cccc(F)c1)c1ccc(Br)o1
  S3 lipid droplet = ?; S3 lipid droplet cell count max = ·

Cc1cc(SCc2cccc(Cl)c2)nc(=O)[nH]1
  S3 lipid droplet = 2.6%; S3 lipid droplet cell count max = 10.1

# Additional compounds
# The line under a structure holds: S3 lipid droplet	S3 lipid droplet cell count max
CC(NC(=O)C1CCCN1S(=O)(=O)c1cccc2nsnc12)c1ccccc1 (stereo not drawn)
    ?	·
O=C(O/N=C(\c1ccccc1)c1ccncc1)c1ccccc1Cl
    ?	·
Nc1nnnn1/N=C/c1ccc(F)cc1
    -0.3%	-6.2
Cc1cccc(-c2nc3ccccc3c(=O)n2NC(=O)c2ccc([N+](=O)[O-])c(C)c2)c1
    8.8%	1.0
COC(=O)c1ccc(NC(=O)CNC(=O)c2sc3ccccc3c2Cl)cc1
    ?	·
Cc1cc(C)cc(NC(=O)CN(c2ccc(F)cc2)S(C)(=O)=O)c1
    -13.0%	-8.1
CCN(CCCNC(=O)C1CCN(S(=O)(=O)CC)CC1)c1ccccc1
    ?	·
CCC1CN(C(=O)NCc2ccc(C)cc2)c2cc(C)ccc2O1 (stereo not drawn)
    ?	·
Cc1noc(C)c1CSCC(=O)Nc1nc2ccc(Oc3ccccc3)cc2s1
    ?	·
COc1ccc(C)cc1Nc1n[n+](-c2ccccc2)c(-c2c(OC)ccc3ccccc23)s1
    ?	·
CCc1c(C)nc2ncnn2c1N1CCCC(C(=O)NCCc2ccc(OC)cc2)C1 (stereo not drawn)
    ?	·
CC(C)C(O)(c1ccccc1)C(CN1CCOCC1)c1ccccc1 (stereo not drawn)
    ?	·
CCOC(=O)c1[nH]c2c(c1C)C(=O)CC(c1ccc(N(C)C)cc1)C2 (stereo not drawn)
    ?	·
Cn1c(=O)c(C(=O)COC(=O)c2cc(C3CC3)nc3ccccc23)c(N)n(Cc2ccccc2)c1=O
    -6.6%	-18.3
COc1ccc(CC2(C)OC(c3ccc(C)cc3)=NN2C(C)=O)cc1 (stereo not drawn)
    ?	·
O=C(NCCc1cccs1)C1CC1
    17.3%	7.6
COc1c(O)ccc(/C=C(\C#N)c2nc3ccccc3[nH]2)c1[N+](=O)[O-]
    ?	·
COc1ccc(CC(=O)N/N=C(\C)c2ccccn2)cc1
    ?	·
CC(=O)c1c(C)oc2c1cc(O)c1ccccc12
    29.0%	·
Cc1cccc(C(=O)Nc2cc(OCc3cccc(F)c3)c(Cl)cc2Cl)c1
    18.5%	·
CCN(C(=O)CN1C(=O)NC(CCSC)C1=O)C1CCS(=O)(=O)C1 (stereo not drawn)
    ?	·
COc1ccc(NC(=O)c2cc3c(s2)CCC3)cc1S(=O)(=O)N1CCOCC1
    ?	·
C[C@@]12CCC=C[C@H]1[C@H](c1ccc3ccccc3c1/C=C/c1ccccc1)N(Cc1ccccc1)C2=O
    18.1%	·
O=C(NC1CCCC1)C(c1ccncc1)N(Cc1ccco1)C(=O)c1ccc(-c2ccccc2)[nH]1 (stereo not drawn)
    1.2%	-3.8
CCOC(=O)C1CCN(C(=O)Cc2c(C(=O)O)n(C)c3ccccc23)CC1
    ?	·
O=C(Cc1cccs1)NCCc1ccc(Cl)cc1
    ?	·
CSc1ccccc1OCc1cc(C(=O)N2CCc3[nH]cnc3C2c2ccccn2)no1 (stereo not drawn)
    i	-7.5
COc1cc(/C=C/C(=O)O)cc(S(=O)(=O)Nc2ccccc2Oc2ccccc2)c1OC
    5.2%	-0.2
COc1ccc(C)c2sc(NC(=O)C3=COCCO3)nc12
    3.6%	·
CCNC(=O)COc1ccc(C=O)cc1OC
    ?	·
CC(=O)NC(CC(=O)Nc1nc(C)cs1)c1ccccc1 (stereo not drawn)
    -0.3%	11.6
CC(C)[C@H](NC(=O)c1ccco1)C(=O)OCC(=O)N1CCc2ccccc21
    i	·
Nc1nc(CSCCO)nc(Nc2ccccc2)n1
    ?	·
CSc1nnc(-c2sccc2OCc2ccccc2)n1C
    ?	·
CO/N=C\C(=N\Nc1ccc(OC)cc1)C(=O)c1ccccc1
    ?	·
CC1(c2nnc(-c3ccccc3)o2)CC(c2ccncc2)=NO1 (stereo not drawn)
    ?	·
CN(C)C=Nc1nonc1-c1ccccc1
    5.8%	8.3
CCCNS(=O)(=O)c1cccc(C(=O)NNC(=O)c2cc(C)oc2C)c1
    ?	·
CCOC(=O)Cn1c(O)c(N=NC(=O)OC)c2ccccc21
    1.5%	-0.7
NS(=O)(=O)c1ccc(CCNC(=O)CCC(=O)c2cccs2)cc1
    ?	·
Cc1ccc(OCC(=O)Nc2ccc(C)c(S(=O)(=O)N3CCCCC3)c2)c([N+](=O)[O-])n1
    ?	·
NCCC(=O)N1c2ccccc2Sc2ccccc21
    9.1%	13.2
O=S(=O)(Nc1ccccn1)c1ccc(C2CCCCC2)cc1
    ?	·
Cc1onc(-c2ccccc2)c1C(=O)OCC(=O)NCc1ccc(F)cc1
    ?	·
O=C(CSc1nnc(Cn2nnc3ccccc32)o1)Nc1ccc(Cl)cc1
    8.2%	8.6
Cc1ccc(OCCCCN2CCc3ccccc3C2)c(C)c1
    ?	·
CCC(=O)N/N=C(\C)CC(=O)Nc1cc(Cl)ccc1C
    ?	·
COc1ccc(C2=NN(C(N)=S)C(c3ccco3)C2)cc1 (stereo not drawn)
    ?	·
COCCn1c(N)c(N(Cc2ccccc2)C(=O)CSCC(=O)Nc2ccc(C)cc2)c(=O)[nH]c1=O
    ?	·
CCC(=O)Nc1cccc(C2=NOC3(C2)C[C@@H](C(N)=O)N(C(=O)c2ccccc2C(=O)c2ccccc2)C3)c1 (stereo partly drawn)
    -1.6%	4.3
COc1ccc2[nH]c(=O)c(CN(CC3CCCO3)C(=S)Nc3ccccc3)cc2c1 (stereo not drawn)
    2.1%	8.6
CC(C)C1Cc2c(sc3[nH]c(=S)n(Cc4ccccc4)c(=O)c23)CO1 (stereo not drawn)
    -13.6%	·
C=CCNC(=O)CSc1nc2sc3c(c2c(=O)n1CCC)CCC3
    i	7.8
CCOC(=O)C1=C(C)NC(=S)N(C(C)=O)C1c1ccccc1 (stereo not drawn)
    2.2%	-23.8
CCCCn1c(N)c(Sc2ccc(Cl)cc2)c(=O)[nH]c1=O
    ?	·

# Entries of single compounds from above:
# `CC(=O)NC(CC(=O)Nc1nc(C)cs1)c1ccccc1` (stereo not drawn) across the screens: S3 lipid droplet = -0.3%; S3 lipid droplet cell count max = 11.6
# `NS(=O)(=O)c1ccc(CCNC(=O)CCC(=O)c2cccs2)cc1` across the screens: S3 lipid droplet = ?; S3 lipid droplet cell count max = ·

# A portion of the library (hit frequency here may not be typical).
